Source: PubChem
MgcRacGAP inhibition = MgcRacGAP GTPase-activating activity inhibitors, confirmation, biochemical, ADP Hunter fluorescence | inhibition, % at 30 µM; hits with a dose series show IC50 in µM | MgcRacGAP-stimulated Rac1 GTP hydrolysis, ADP Hunter fluorescence; higher % means a stronger effect; GST-tagged Rac1 F28L mutant substrate | 340,000 compounds, 0.6% hits;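 active = first-screen hits whose inhibition reached a set limit at any dose in the follow-up dose series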;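 note: fluorescence reports GDP produced by GAP-driven GTP hydrolysis; strong numbers were not always called active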
NOD1 inhibition = inhibition of NOD1-driven NF-kB reporter – cell-based, luminescence, uHTS, primary screen (AID 1578); NOD1-driven NF-kB luciferase reporter cells, luminescence; higher % means a stronger effect; 290,000 compounds, 1% hits; one-dose inhibition, % at 4 µM; EC50 in µM for titrated hits; in the data active = inhibition mostly above about 36%, no sharp cut-off; inactive = mostly below about 34%;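 note: HEK-293T reporter cells stimulated with the NOD1 agonist gamma-tri-DAP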
GPR55 activation = GPR55 agonists via beta-arrestin recruitment, primary screen, imaging, U2OS cells, beta-arrestin-GFP redistribution (AID 1961); U2OS GPR55 beta-arrestin-GFP redistribution imaging; higher % means a stronger effect; activation, % at 10 µM, or EC50 in µM where a hit was titrated; 290,000 compounds, 0.048% hits;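 active = activation above 40% with more than 50 cells counted in the well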;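 note: U2OS osteosarcoma cells stably expressing GPR55 and beta-arrestin-GFP; plate controls were DMSO negative control for no effect and LPI positive control for full effect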
GPR55 antagonists = inhibition of LPI-stimulated GPR55 beta-arrestin translocation – imaging, U2OS, beta-arrestin-GFP, LPI agonist, primary screen (AID 2013). U2OS GPR55 beta-arrestin-GFP translocation imaging, LPI antagonism; higher % means a stronger effect. one-dose inhibition, % at 10 µM; IC50 in µM for titrated hits. 290,000 compounds, 0.13% hits;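 active = spots per cell inhibited over 60%, with over 100 cells counted and total cytoplasm intensity under 500,000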;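 note: U2OS cells stably carrying GPR55 and arrestin-GFP stimulated by 5 µM LPI near EC80; imaged beta-arrestin-GFP aggregate spots per cell after agonist stimulation; plate controls were LPI-stimulated DMSO wells for no effect and DMSO wells without LPI for full effect; some results filed as inactive read as strong as hits; confirmed hits need IC50 under 10 µM and bright autofluorescent wells are also inconclusive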
HEK293 NOD2/NF-kB = inhibition of NOD2-driven NF-kB reporter – cell-based, luminescence, uHTS, HEK293 (AID 1566) | 290,000 compounds, 0.63% hits | one-dose inhibition, % at 4 µM; EC50 in µM for titrated hits | HEK293 NOD2/NF-kB luciferase reporter, luminescence; higher % means a stronger effect; note: many of its hits are not listed in these tables
HIV fusion peptide = inhibitors of HIV fusion peptide binding, primary screen, biochemical, uHTS, fluorescence dequenching (AID 1986). cell-free peptide binding, fluorescence dequenching, 30 min; higher % means a stronger effect. inhibition, % at 20 µM; hits with a dose series show IC50 in µM. 290,000 compounds, 0.3% hits; in the data active = inhibition mostly above about 52%, no sharp cut-off; inactive = mostly below about 76%; note: some results filed as inactive read as strong as hits
KOR beta-arrestin-1 = kappa opioid receptor activators – cell-based, luminescence, uHTS, primary screen (AID 1777); KOR beta-arrestin recruitment, luminescence; higher % means a stronger effect; activation, % at 10 µM; hits with a dose series show EC50 in µM; 280,000 compounds, 0.02% hits; in the data active = activation above about 50%, passing the limit was not always enough; note: a part of the inactive calls stands beside numbers as strong as those of hits
Large T inhibition = TAg ATPase/helicase activity blockers – biochemical (AID 1903) | SV40 large T antigen ATPase/helicase inhibition assay; higher % means a stronger effect | 310,000 compounds, 0.39% hits | inhibition, % at 20 µM; hits with a dose series show IC50 in µM; in the data active = a potency from the dose series; note: strong numbers were not always called active
KOR beta-arrestin-2 = KOR antagonists, beta-arrestin recruitment, cell-based, luminescence, uHTS (AID 1778); KOR beta-arrestin recruitment, luminescence, antagonist mode; higher % means a stronger effect; one-dose inhibition, % at 10 µM; IC50 in µM for titrated hits; 290,000 compounds, 0.091% hits; note: strong numbers were not always called active
* marks the source's active call; other numbers are inactive results; x = not tested or not shown; [ ] = dose if it differs, or a comment. Cut-off read from the data, not from the text of the source, unless noted: active = inhibition above about 50%; inactive = the rest. Not all compounds are listed, so the mix of outcomes need not match the whole.

Values in the order: HEK293 NOD2/NF-kB, NOD1 inhibition, Large T inhibition, KOR beta-arrestin-2, GPR55 activation, MgcRacGAP inhibition, HIV fusion peptide, KOR beta-arrestin-1, GPR55 antagonists
O=C(O)CNC(=O)/C(=C/c1ccco1)NC(=O)/C=C/c1ccccc1
  -14%, -11%, 10%, 47%, -0.4%, 8%, 27%, -2.3%, -6%
Cc1ccc([N+](=O)[O-])cc1NC(=O)CN(C1CCCCC1)S(=O)(=O)c1ccc(Cl)cc1
  -11%, -5%, -1%, 17%, -0.3%, 10%, 0.9%, 4.2%, 3%
COc1ccc([C@H]2[C@@H](C#N)[C@H](C#N)N3CCCN23)cc1
  6%, -27%, 7%, 17%, -0.2%, -3%, -0.1%, -8.7%, 3%
CC(=O)C1=C(O)C(=O)N(CCO)C1c1ccccc1 (stereo not drawn)
  2%, -25%, 15%, -49%[20 µM], -0.2%, -7%, 0.3%, x, -11%
CCOc1cc2c(cc1OCC)C(c1ccccc1OC)OC(=O)C2 (stereo not drawn)
  19%, -6%, 2%, 7%, -0.3%, -3%, 1.2%, 1.4%, 1%
Cc1ccc(C(=O)C(C)OC(=O)c2ccccc2[N+](=O)[O-])cc1 (stereo not drawn)
  -141%, -1%, 14%, -8%, -0.2%, 4%, -0.7%, -0.9%, 10%
Cc1ccccc1N1CCN(C(=O)c2ccc(Oc3ccc(C(F)(F)F)cn3)cc2)CC1
  18%, 6%, 6%, 13%, 0.0%, 6%, -2.8%, -4.1%, 4%
CC(=O)Nn1cnc2c(c1=O)C1(CCCCC1)Cc1ccccc1-2
  6%, -18%, 22%, 4%, -0.1%, 1%, 0.3%, 2.6%, 7%
C/C(N)=C(/C#N)C(=O)CSc1nc2scc(-c3ccc(F)cc3)c2c(=O)n1C
  10%, 31%, 6%, -9%, -0.3%, 3%, 0.3%, -0.2%, -4%
CCNCCNC(=O)c1c(O)c2c([nH]c1=O)CCCC2
  10%, -8%, 1%, -1%, -0.2%, 9%, 2.9%, -8.2%, -2%
CC1(C)Cc2c(c(=S)nc(-c3ccccc3)n2Cc2cccnc2)CO1
  -6%, -10%, 7%, 18%, 0.4%, 0%, -1.5%, 0.4%, -3%
COc1ccc(CNC(=O)c2ccccc2NC(=O)C2=CSCCO2)c(OC)c1
  14%, -7%, 8%, -11%, 0.3%, 12%, -2.1%, 0.1%, -1%
COC(=O)C1=C(C(=O)OC)[C@@H]2N(C)c3ccc(OC)cc3[C@@]23C[C@@H](C(=O)OC)N(S(=O)(=O)c2ccc(OC)cc2)C3=N1
  19%, 0%, 21%, -19%, -0.1%, 1%, -1.5%, 2.7%, -6%
COCCCN1C(=O)C(=O)/C(=C(/O)c2ccc(OCC(C)C)cc2C)C1c1cccnc1 (stereo not drawn)
  7%, -23%, 2%, 5%, -0.1%, 5%, 2.0%, -5.8%, 0%
Cc1ccc(S(N)(=O)=O)cc1NC(=O)C(c1ccccc1)c1ccccc1
  2%, -44%, 9%, 1%, 0.3%, 2%, 0.5%, 2.0%, 6%
COc1ccc(/C=C2/SC(=S)N(Cc3ccccc3)C2=O)cc1O
  -9%, -4%, 1%, -16%, 0.0%, 5%, -3.1%, 1.5%, 6%
CCOc1ccccc1C(=O)Nn1c(C2CCC2)nc2ccccc2c1=O
  0%, -9%, 5%, 41%, -0.1%, -5%, -2.9%, -1.6%, 6%
CN1c2ccccc2C(C)(C)C12CC(c1ccc(S(=O)(=O)N3CCCCC3)cc1)=NO2 (stereo not drawn)
  -78%, -34%, 23%, -33%, 0.2%, 2%, 3.5%, -1.6%, 9%
O=C1C2C3C=CC(C4CC34)C2C(=O)N1/N=C/c1ccc(-c2ccccc2[N+](=O)[O-])o1 (stereo not drawn)
  -35%, -15%, 9%, -12%, -0.1%, 0%, 2.6%, -2.7%, 10%
COc1ccccc1N1CCN(C(=O)CCNC(=O)Cn2ccc3ccccc3c2=O)CC1
  7%, -21%, 9%, -18%, 0.8%, 0%, 0.7%, -0.7%, -3%
CCOc1ccc(N(CC(=O)NCCC2=CCCCC2)S(=O)(=O)c2ccccc2)cc1
  4%, -28%, 2%, -22%, 0.1%, -1%, 1.1%, 0.9%, 10%
CC#CC(=O)N1CCC(CCc2ccccc2)(C(=O)OCC)CC1
  4%, -14%, 7%, -21%, 0.8%, 6%, 0.6%, -4.1%, -4%
O=C(COc1ccccc1)NCC(c1cccs1)N1CCOCC1 (stereo not drawn)
  18%, -6%, 4%, -27%, -0.3%, 1%, 0.4%, -1.8%, 8%
CCOC(=O)c1cc(C(=O)OCC)c(=O)[nH]c1N1CCCC1
  5%, -11%, 2%, -31%[20 µM], 0.2%, -2%, -0.2%, 2.4%, -5%
CC1=C(C#N)C(c2cccnc2)C2=C(CC(C)(C)CC2=O)N1 (stereo not drawn)
  13%, 20%, 23%, 13%, -0.2%, 7%, -2.0%, 9.0%, 0%
CCc1ccc(NC(=O)Cn2nnc(C(=O)NCc3ccc(OC)cc3)c2N)cc1
  4%, -9%, 10%, 1%, -0.1%, 0%, 0.9%, 1.6%, 20%
O=C(CSc1nnc(-c2cccnc2)n1-c1ccc(SC(F)F)cc1)N1CCCc2ccccc21
  -18%, 12%, 1%, -5%, -0.3%, -6%, -1.3%, -0.9%, 13%
Cc1cc(C)cc(NC(=O)CN(c2ccc(F)cc2)S(C)(=O)=O)c1
  5%, 5%, 8%, -61%[20 µM], -0.1%, 4%, -0.3%, x, -5%
COc1ccccc1N(Cc1ccccc1)S(=O)(=O)c1cccc(C(=O)Nc2ccc(C(C)=O)cc2)c1
  -22%, 1%, 5%, x, 0.6%, 7%, 0.6%, 0.6%, -2%
O=C(N1CCN(c2ccccc2F)CC1)C1(c2cccs2)CCOCC1
  0%, -17%, -24%, 23%, 0.1%, 2%, -1.2%, 6.3%, -9%
Cc1cc(C)cc(NC(=S)/C(=C(\[O-])c2ccc(Cl)cc2Cl)[n+]2ccc(C(C)(C)C)cc2)c1
  2%, -8%, 11%, 10%, 0.4%, 8%, 1.3%, -1.5%, -3%
COc1cc(F)ccc1S(=O)(=O)N1CCN(c2ccccc2)CC1
  -2%, 8%, 21%, -32%[20 µM], 0.1%, 11%, -2.3%, 3.4%, 6%
CN(C)S(=O)(=O)c1cccc(NC(=S)NCCCn2ccnc2)c1
  7%, -4%, 6%, 4%, 0.0%, 7%, -1.8%, -1.6%, 1%
COc1cccc2c(=O)cn[nH]c12
  -12%, -37%, 3%, -4%, -0.1%, 0%, 0.8%, 1.1%, -10%
CC(=O)Nc1ccc(S(=O)(=O)Nc2ccc(S(=O)(=O)N3CCCC3)cc2)cc1
  9%, -22%, 8%, -2%, 0.0%, 0%, -1.3%, -5.4%, 3%
CCn1cc(/C=C(\NC(=O)c2ccccc2F)C(=O)NCCCn2ccnc2)c2ccccc21
  8%, -10%, 13%, -34%, -0.2%, -11%, 1.8%, 1.6%, 20%
CCn1c(COc2ccccc2C)nnc1SCC(=O)NC1CCCC1
  13%, -3%, 7%, -10%, 0.5%, 7%, 3.0%, -1.1%, 10%
O=C(C[n+]1ccc(/C=N/O)cc1)NC1CCCCC1
  15%, -9%, 22%, 7%, 0.1%, 11%, 3.0%, -3.8%, 9%
O=C(O)[C@H](CSCc1ccccc1)NS(=O)(=O)c1ccc(F)cc1
  7%, -9%, -5%, x, -0.2%, 9%, 0.8%, 1.5%, -19%
O=C1CC(c2ccccc2)CC(O)=C1C=NC1CCCCCC1 (stereo not drawn)
  12%, 32%, 5%, 21%, 0.3%, 9%, 1.3%, 0.0%, 4%
COc1ccc(S(=O)(=O)N2CCN(c3ccc4nnc(-c5ccccc5)n4n3)CC2)cc1
  6%, -57%, 11%, -21%, -0.1%, 16%, -2.3%, -3.3%, 11%
O=C(COc1ccccc1-c1ccccc1)N/N=C/c1cccnc1
  0%, 11%, 6%, -28%, -0.4%, 4%, 0.8%, 3.0%, -11%
CN(C)/C=N/c1cnc(C(=O)c2ccc(Cl)cc2)n1C
  -95%, -99%, 6%, -19%, 0.7%, 13%, 0.2%, 3.5%, 7%
Cc1cc(C)cc(CC(Cc2nc3ccccc3[nH]2)c2nc3ccccc3[nH]2)c1 (stereo not drawn)
  -6%, -27%, -11%, 15%, 0.0%, 9%, 0.8%, -3.0%, -1%
COc1cccc(NC(=O)C2CCCN2C(=O)Nc2cccc(F)c2)c1 (stereo not drawn)
  3%, -17%, -1%, -15%, 0.5%, -5%, -1.1%, -5.2%, -2%
CN(CC(=O)Nc1ccc([N+](=O)[O-])cc1Br)Cc1c(F)cccc1Cl
  -7%, -5%, 8%, 16%, -0.1%, 13%, -1.1%, x, 0%
CCNc1nc(NCC)nc(N(C)/N=C/c2ccco2)n1
  12%, -8%, 3%, 33%, -0.1%, 4%, -3.3%, 0.8%, 9%
N=C1C(c2ccccc2)=C(O)CN1c1cccc(S(=O)(=O)NCc2ccco2)c1
  13%, -8%, 25%, 27%, 0.6%, 12%, 0.7%, -0.9%, 6%
Cc1cc(C(=O)Nc2sc3c(c2C#N)CCC(C)C3)no1 (stereo not drawn)
  -87%, -14%, 7%, 28%, -0.1%, 6%, 2.3%, -3.0%, 4%
Cn1c(=O)c2cnc(-c3ccc(C(F)(F)F)cc3)nc2n(C)c1=O
  6%, -14%, 3%, 5%, -0.2%, 9%, -0.1%, 0.0%, 0%
CCc1cc2c(SCC(=O)NC3CCS(=O)(=O)C3)ncnc2s1 (stereo not drawn)
  0%, -12%, 12%, -15%, 0.1%, 3%, -1.3%, -1.5%, 4%
Cc1c(N2C(=O)SC(CC(=O)O)C2=O)c(=O)n(-c2ccccc2)n1C (stereo not drawn)
  18%, 20%, 0%, 4%, 0.5%, 7%, 3.4%, -2.5%, 5%
COc1cccc(-c2nnc(-c3ccc(C)o3)o2)c1
  -144%, -46%, 3%, 6%, 0.3%, 8%, 32%, -2.9%, -15%
C/C(=N\OC(=O)NC(C)C)c1sc(-c2ccccc2)nc1C
  -71%, -6%, 10%, -42%, 0.3%, 6%, 0.2%, 2.3%, 7%
COc1cc2ccccc2cc1C(=O)Nc1ccc(C)cn1
  -66%, -78%, 13%, 26%, -0.1%, 7%, 4.2%, 2.7%, 5%

3 compounds from above, arranged by their value in GPR55 antagonists, largest number first.
Values in the order: HEK293 NOD2/NF-kB, NOD1 inhibition, Large T inhibition, KOR beta-arrestin-2, GPR55 activation, MgcRacGAP inhibition, HIV fusion peptide, KOR beta-arrestin-1, GPR55 antagonists
Cc1cc(C(=O)Nc2sc3c(c2C#N)CCC(C)C3)no1 (stereo not drawn)
  -87%, -14%, 7%, 28%, -0.1%, 6%, 2.3%, -3.0%, 4%
CN(CC(=O)Nc1ccc([N+](=O)[O-])cc1Br)Cc1c(F)cccc1Cl
  -7%, -5%, 8%, 16%, -0.1%, 13%, -1.1%, x, 0%
O=C(COc1ccccc1-c1ccccc1)N/N=C/c1cccnc1
  0%, 11%, 6%, -28%, -0.4%, 4%, 0.8%, 3.0%, -11%
